Bioassay records: PubChem BioAssay, National Center for Advancing Translational Sciences (NCATS)
D3 ag: agonists of human D3 dopamine receptor; 410,000 tested, 0.58% active; D3R DiscoveRx beta-arrestin cells, luminescence, 90 min; P35462; max activation, %; in the data active = max activation above about 30%; also: 0% is about no effect; mostly tested at two doses, the higher about 12 µM
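Agonist-mode cell screen: cells plated at 1500/well and incubated overnight at 37 °C, then exposed to library compounds for 90 min at 37 °C. Detection reagent was added for 30–60 min at room temperature, and luminescence was read.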
PLK1 PBD inh: PLK1 (human) polo-box domain binding inhibition. Potency, µM, for inactives: max response, negative = inhibition, usual class: inhibitors. 360,000 tested, 2.8% active. Plk1 PBD binding of FITC phosphopeptide, fluorescence polarization. P53350; also: potency is read from the fitted curve at half-maximal effect; series mostly up to about 57 µM; % is scaled to controls: 0 for no effect and ±100 for the full control effect; nearly all actives have a fitted effect of over 65% in size
GLP-1R agonist: GLP-1 receptor (human) agonism | P43220 | HEK293 GLP-1R CRE-luciferase, luminescence, 4-6 h; cells express a hypersensitive GLP-1R form | Potency, µM (highest dose often 45.6 µM), inactives show at the highest dose activation, most hits filed as activators | 380,000 tested, 0.007% active | AID 624172; also: potency is read from the fitted curve at half-maximal effect; % of control where 0% means no effect
PI5P4Ka inh: PI5P4K alpha (human) kinase inhibition. 330,000 tested, 1.2% active. PI5P4Kalpha enzyme, ADP-Glo luminescence, 60 min; hits give low values. max response, %. P48426; active = max response of -50% or lower; inconclusive = between -30% and -50%; inactive = -30% or higher; also: value at the top dose of about 77 µM; % is scaled to controls: 0 for no effect and ±100 for the full control effect
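Enzyme plus substrate dispensed, test compounds pinned in, then ATP (5 microM final) added. After 60 min at RT, ADP-Glo reagent 1 for 45 min and reagent 2 for 30 min preceded luminescence imaging.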
GLP1R inv ag: inverse agonists of human GLP-1 receptor. P43220. HEK293 GLP-1R CRE-luciferase, luminescence, 24 h; GLP-1R form is constitutively active. Potency, µM (doses to about 38.3 µM), for inactives: at the top dose activity change, negative = inhibition, actives largely listed as inhibitors. 410,000 tested, 1.6% active. AID 624417; also: potency is read from the fitted curve at half-maximal effect; % is scaled to controls: 0 for no effect and ±100 for the full control effect; nearly all actives have a fitted effect of over 55% in size
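GLP-1R inverse agonism mode: basal reporter luminescence in engineered HEK293 cells measured after one day of compound exposure at 37 deg C, with a 12 min room-temperature detection step.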
WRN helicase inh: WRN helicase (human) inhibition; AID 651768; Potency, µM (doses to about 114 µM), without a hit: at the top dose activity change, negative = inhibition, usual class: inhibitors; WRN helicase unwinding, fluorescent forked duplex, kinetic; 360,000 tested, 0.46% active; Q14191; also: potency is read from the fitted curve at half-maximal effect; % is scaled to controls: 0 for no effect and ±100 for the full control effect; nearly all actives have a fitted effect of over 55% in size
Target sequence (Q14191 whole entry, looked up): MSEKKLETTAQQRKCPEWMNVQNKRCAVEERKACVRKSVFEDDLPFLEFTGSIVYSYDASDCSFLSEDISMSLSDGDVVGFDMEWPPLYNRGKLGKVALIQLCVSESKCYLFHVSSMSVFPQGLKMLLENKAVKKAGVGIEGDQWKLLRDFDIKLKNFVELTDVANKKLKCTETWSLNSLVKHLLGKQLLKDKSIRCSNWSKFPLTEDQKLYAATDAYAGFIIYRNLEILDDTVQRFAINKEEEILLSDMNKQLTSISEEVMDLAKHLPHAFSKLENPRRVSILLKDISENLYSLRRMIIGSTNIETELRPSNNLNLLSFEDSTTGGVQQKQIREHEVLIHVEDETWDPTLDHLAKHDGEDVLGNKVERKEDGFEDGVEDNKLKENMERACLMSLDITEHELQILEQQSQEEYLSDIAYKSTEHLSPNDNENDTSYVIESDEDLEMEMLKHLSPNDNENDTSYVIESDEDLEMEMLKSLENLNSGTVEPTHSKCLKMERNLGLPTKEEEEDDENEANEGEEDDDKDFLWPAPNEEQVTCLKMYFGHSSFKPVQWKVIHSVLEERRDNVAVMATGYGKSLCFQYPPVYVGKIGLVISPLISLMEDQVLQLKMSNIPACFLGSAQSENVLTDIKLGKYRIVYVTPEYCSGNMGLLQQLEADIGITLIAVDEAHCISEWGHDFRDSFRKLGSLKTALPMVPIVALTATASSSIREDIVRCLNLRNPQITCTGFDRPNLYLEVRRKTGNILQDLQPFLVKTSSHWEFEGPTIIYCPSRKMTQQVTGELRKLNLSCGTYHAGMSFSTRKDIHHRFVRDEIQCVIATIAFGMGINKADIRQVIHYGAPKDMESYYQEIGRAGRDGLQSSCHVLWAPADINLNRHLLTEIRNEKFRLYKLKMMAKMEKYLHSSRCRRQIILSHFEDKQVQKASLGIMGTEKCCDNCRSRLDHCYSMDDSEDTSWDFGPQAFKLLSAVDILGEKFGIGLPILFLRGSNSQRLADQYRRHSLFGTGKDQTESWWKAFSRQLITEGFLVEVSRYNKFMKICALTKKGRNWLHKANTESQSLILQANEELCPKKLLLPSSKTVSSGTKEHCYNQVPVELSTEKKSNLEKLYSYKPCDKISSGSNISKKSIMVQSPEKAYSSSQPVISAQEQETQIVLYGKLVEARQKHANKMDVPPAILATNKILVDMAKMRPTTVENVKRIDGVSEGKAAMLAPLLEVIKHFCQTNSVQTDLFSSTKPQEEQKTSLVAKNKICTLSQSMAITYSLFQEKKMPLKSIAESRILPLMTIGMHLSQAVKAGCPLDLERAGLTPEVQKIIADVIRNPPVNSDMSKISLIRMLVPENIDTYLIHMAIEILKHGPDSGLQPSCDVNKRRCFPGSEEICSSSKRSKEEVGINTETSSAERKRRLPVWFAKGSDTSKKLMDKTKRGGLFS
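Fluorescence dequenching readout, ex 525 nm/em 598 nm, kinetic mode: forked duplex DNA (100 nM final) with adjacent fluorophore and quencher unwound by WRN (20 nM final) with 2 mM ATP. Compound preincubation 15 min, room temperature.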
D3 antag: blocks the human D3 dopamine receptor; 360,000 tested, 2.5% active; D3R cells, DiscoveRx beta-arrestin luminescence, antagonist mode; hits give low values; P35462; AID 652054; max response, negative = inhibition, %; in the data active = max response below about -50%; inconclusive = no clear call, values can overlap the other calls; also: % is scaled to controls: 0 for no effect and ±100 for the full control effect; mostly tested at two doses, the higher about 12 µM
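Cells expressing the human receptor were seeded at 1500 cells/well, incubated overnight at 37 degrees C in 5% CO2, then exposed to library compounds with dopamine controls for 90 minutes at 37 degrees C before luminescent detection.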
IL-2 act: activates IL-2 in a cell-based reporter assay; activation, % (series mostly up to about 46 µM); 360,000 tested, 0.065% active; AID 652025; IL-2 activation reporter assay, cell-based qHTS; stimulated with anti-CD3/CD4/CD28 beads; in transgenic mouse T cells; in the data active = activation above about 50%; inconclusive = mostly about 30% to 49%; also: 0% is about no effect
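Unstimulated transgenic mouse T cells, 750 per well, received compound and, after 60 minutes, anti-CD3/anti-CD4 bead plus anti-CD28 stimulation. EGFP and DsRed were quantified after 18 hours.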
HEK293 tox: cytotoxicity in counter-screen for GLP-1R inverse agonists; HEK293 cAMP-luciferase reporter cells, luminescence, 24 h; Potency, µM (highest dose often 38.3 µM), for inactives: top-dose activity change, negative = inhibition, hits mostly inhibitors; 410,000 tested, 0.13% active; AID 624418;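 also: loss of luciferase light is scored as toxicity; potency is read from the fitted curve at half-maximal effect; % is scaled to controls: 0 for no effect and ±100 for the full control effect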
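Seeding density was 200 cells/uL; after overnight-length (12 h) culture, 23 nL compounds went on for 24 h at 37 °C. Readout used a luciferase detection reagent, luminescence taken after 12 min at room temperature.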
* hit, by the source's call; ? = inconclusive; nt = no result given; & = joins results of further samples; [ ] = dose if it differs, or a comment. Unless noted, calls follow the shape of the dose curve; as a rule, active = well fitted curve in the direction sought with a large enough effect; inconclusive = small, poorly fitted or top-dose-only effect, or another doubt; inactive = no such curve, though single readings can be large; an effect the other way counts as inactive or inconclusive.

Molecule	PI5P4Ka inh	GLP-1R agonist	WRN helicase inh	IL-2 act	HEK293 tox	D3 ag	PLK1 PBD inh	GLP1R inv ag	D3 antag
COc1ccc(-c2nn(C)c(=O)c3ccccc23)cc1NS(C)(=O)=O	9.8	17.1%	1.8%	-0.2	-4.1%	6.1	-21.9%	172.3%[activator]	16.2
CC(=O)Nc1ccc(OCC(O)Cn2cnc3ccccc32)cc1 (configuration not stated)	-1.9	-12.5%	6.4%	-1.3	-21.4%	-2.1	-10.7%	1.8%	-20.1
COc1ccc(OC)c(NC(=O)NCCN2CCN(c3ccccc3)CC2)c1	1.6	0.5%	-0.7%	-0.7	-12.2%	4.6	1.4%	?	-67.0*
COc1ccc(CN(C)C(=O)/C=C/[C@H]2O[C@@H](n3cc(C)c(=O)[nH]c3=O)C[C@@H]2O)cc1OC	0.4	20.6%	-3.1%	-0.1	-2.8%	-3.2	-8.0%	33.2%[activator]	4.2
CCN(CC(=O)Nc1ccc(NC(C)=O)cc1)C(=O)c1ccc2ccccc2c1	3.0	1.0%	8.9%	-1.8	5.5%	-14.4	-17.7%	-13.4%	?
CCOC(=O)CCCNC(=O)CN1CCC(c2nc3ccccc3s2)CC1	-2.8	7.0%	12.9%	-3.2	-3.9%	-11.2	-9.2%	2.6%	?
COc1cc(O)oc1C=Nc1ccc(Cl)cc1	3.6	-2.3%	-4.1%	-1.7	-1.6%	-3.3	-8.7%	0.9%	-20.8
C=CCc1cccc(CNc2cnc3ccccc3c2)c1O	0.0	12.6%	-5.3%	-1.1	4.5%	11.1	-7.6%	-34.5%	24.9
COc1ccccc1NC(=O)c1ccc(NC(=O)c2nc3nccc(C)n3n2)cc1	-0.1	11.4%	12.3%	0.4	?	-8.1	-2.0%	5.2%	9.0
Cc1ccccc1/C=N/N=C1/NC(=O)CCS1	4.5	7.7%	0.2%	0.2	-13.4%	-3.8	-1.3%	8.0%	1.3
Cc1ccc(SCC(=O)c2c(C)nc3cc(C)ccn23)cc1	0.0	18.7%	7.3%	-0.6	-4.3%	5.2	-9.8%	-6.8%	13.3
COc1ccc(C2C(C#N)=C(N)N(c3ccccc3)C3=C2C(=O)CCC3)cc1Cn1cc([N+](=O)[O-])cn1 (configuration not stated)	-23.0	-5.3%	0.5%[57.1 µM]	-2.4	?	2.0	-11.3%	-5.1%	-21.4
Nc1nonc1-n1nnc(C(=O)N/N=C/c2ccc(OCc3ccc(F)cc3)cc2)c1COc1ccccc1	3.1	-6.1%	-4.2%	-2.6	?	0.9	-17.6%	?	-12.2
CCC(C)c1ccc(NC(=S)NCc2cccnc2)cc1 (configuration not stated)	-5.1	0.0%	-6.2%	0.3	-9.7%	2.9	-8.7%	-24.1%	12.5
Cc1cc(Cl)ccc1OCCCC(=O)N1CCOCC1	2.7	-1.1%	4.6%	0.8	-10.3%	0.3	-6.1%	-25.6%	6.2
C#CCOCCOCCOCCNc1nc(N2CCN(C(=O)[C@H](Cc3cc4ccccc4[nH]3)n3cc([C@@H](N)C(C)CC)nn3)CC2)nc(N2CCN(C(=O)[C@H](CCCCN)n3cc([C@@H](N)CC(C)C)nn3)CC2)n1 (some centres not stated)	-21.1	-1.2%	?	0.7	7.4%	20.8	-4.1%	15.2%	0.0
COc1ccc(NC(=O)N2CCc3cc(OC)c(OC)cc3C2)cc1	-7.0	-1.7%	-25.1%	1.6	-7.4%	2.6	-5.8%	-22.0%	-1.3
Cc1nc(N)sc1N=Nc1c(C)n(C)n(-c2ccccc2)c1=O	5.6	5.5%	-24.5%	0.2	-14.7%	1.1	-5.9%	4.0%	-16.2
COc1cc(/C=C/C(=O)OCC(=O)NC(=O)NCc2ccccc2)ccc1OCC#N	2.5	5.9%	-4.9%	0.6	5.0%	-0.2	-6.8%	-3.8%	-4.2
O=c1[nH]c2cc3c(cc2cc1CN(CCO)S(=O)(=O)c1ccccc1)OCCO3	-2.1	10.9%	6.3%	0.0	2.1%	6.2	0.1%	24.0%	-4.8
CCOc1ccc(CCNC(=O)c2ccc(CS(=O)Cc3ccc(Cl)cc3)o2)cc1OCC (configuration not stated)	1.4	4.5%	-0.3%	-2.6	-8.8%	2.5	-3.0%	-7.6%	23.7
CCCCNC(=O)C(CC)(ONc1ccccc1C(F)(F)F)c1ccccc1 (configuration not stated)	1.8	12.4%	-3.5%	-0.4	-19.2%	5.3	-7.9%	?	0.0
C=CCOC(=O)c1ccccc1C(=O)OCC=C	4.4	13.9%	4.7%	-0.2	0.0%	-7.9	-6.5%	5.0%	6.4
Cc1[nH]c2ccc(F)cc2c1CCN(Cc1cccnc1)C(=S)NC(C)(C)C	3.0	3.5%	1.7%	-0.5	-2.4%	-6.9	-14.2%	-13.7%	-17.9
COC(=O)c1cc(C(=O)OC)cc(-n2c(C)cc(C(=O)CC#N)c2C)c1	nt	19.9%	-18.3%	-0.6	-7.7%	12.8	-5.2%	221.5%[activator]	14.3
CCCN1CCN(CCCNC(=O)c2ccc3c(Cl)c4c(nc3c2)CCCC4)CC1	2.5	11.2%	2.8%	-2.8	?	-14.1	-9.6%	5.01µM*	-24.0
O=c1cc(CN2CCN(c3cccc(Cl)c3)CC2)c2cc(O)c(-c3ccccc3)cc2o1	3.0	2.8%	-10.9%	0.6	-8.9%	-11.7	-7.9%	?	-24.5
Cc1ccc(NC(=S)Nc2ccccn2)c(C)c1	2.8	10.2%	?	-0.8	5.01µM*	-9.0	?	?	7.0
CC(=O)c1cccc(N2C(=O)CC(N3CCN(S(=O)(=O)c4ccc(Cl)cc4)CC3)C2=O)c1 (configuration not stated)	-0.5	-3.6%	1.0%	-0.1	-3.1%	3.4	-2.1%	0.8%	-0.3
COc1cccc(NC(=O)Cc2csc(NC(=O)Nc3ccccc3OC)n2)c1	8.4	-0.9%	-21.0%	-3.0	?	2.3	0.7%	10µM*	6.8
COc1cc(OC)c(NC(=O)c2ccc3c(SCC(=O)O)c4c(nc3c2)CCCC4)cc1Cl	-25.4	-2.4%	-25.6%	1.9	-2.1%	2.4	-5.4%	70.7%[activator]	-2.6
CCOc1ccc(S(=O)(=O)Nc2cccc(C(=O)NCC(c3ccc(OC)cc3)N3CCOCC3)c2)cc1 (configuration not stated)	5.4	-1.3%	?	-4.2	9.4%	-12.5	-6.0%	-1.8%	-24.5
O=C1CC(N2CCN(CCc3ccccn3)CC2)C(=O)N1c1ccc(Cl)cc1 (configuration not stated)	-0.1	2.3%	-0.9%	3.0	-4.2%	-0.9	-6.1%	-23.7%	-10.2
COc1ccc(OC)c(-n2c(=S)[nH]c3cc(C(=O)N4CCN(c5ccccc5)CC4)ccc3c2=O)c1	-25.0	-2.1%	5.5%	-0.8	0.0%[7.66 µM]	-5.8	1.5%	10.9%[7.66 µM]	-20.9
c1ccc(Oc2cc(-c3ccccc3)nc(-c3ccccc3)n2)cc1	-2.0	-14.8%	-18.4%	1.5	6.3%	-15.9	-11.7%	3.0%	-11.6
CCC1(c2ccc(F)cc2)NC(=O)N(CC(=O)N2CCc3ccccc32)C1=O (configuration not stated)	-2.3	-4.3%	-0.5%	1.4	3.1%	-2.5	5.4%	?	9.3
CCSc1nnc(NC(=O)Cc2ccc(OC)c(S(=O)(=O)N3CCOCC3)c2)s1	nt	0.4%	9.0%	-1.3	-17.5%	-2.5	-2.6%	?	8.2
COc1ccc(CCNC(=O)CCc2c(C)nc3c(c(C)nn3-c3ccc(C)c(C)c3)c2C)cc1OC	nt	-0.2%	nt	nt	2.6%	0.9	nt	-2.2%	nt
COc1cccc(-n2cnc3sc4c(c3c2=O)CCC4)c1	5.6	8.1%	-2.2%	0.6	4.5%	3.4	-12.2%	21.6%	-7.3
Nc1nonc1-n1nnc(C(=O)N/N=C/c2cccnc2)c1CSC1=NCCS1	-7.3	2.7%	-3.4%	-2.3	0.0%	-4.2	-12.8%	?	-6.2
Cc1cc(C)c(S(=O)(=O)N2CCC(C(=O)NCc3ccco3)CC2)c(C)c1	6.7	5.8%	-12.4%	-1.1	-0.8%	9.0	0.4%	16.1%	25.1
CCN(CC)CCOCCOC(=O)C(CC)(CC)c1ccccc1	-8.4	-0.2%	-34.5%	0.8	12.7%	-35.3&-20.1	-9.1%	?	-22.6
O=C(CNCc1cccs1)Nc1ccc(N2CCCCCC2)cc1	-7.5	13.9%	3.4%	-1.6	-6.2%	-16.4	-6.4%	?	-22.3
COc1ccc(CNC(=O)Cc2csc(NC(=O)Nc3ccccc3OC)n2)cc1	-9.1	-10.3%	-4.0%	-5.8	-15.3%	-14.6	-11.9%	?	9.5
O=C(Nc1cccc(S(=O)(=O)N2CCOCC2)c1)c1cnccn1	5.7	-5.4%	-1.8%	-0.5	0.1%	3.3	6.4%	2.3%	5.5
COc1cc(C2/C(=C(\O)c3ccc4c(c3)OCCO4)C(=O)C(=O)N2Cc2ccco2)cc(OC)c1OC (configuration not stated)	0.0	-0.1%	7.4%	0.8	-3.4%	-3.7	-3.9%	2.5%	0.3
Cc1cc(Cl)ccc1N(CC(=O)NCc1ccccc1)S(C)(=O)=O	-2.5	-1.0%	-0.5%	0.0	-2.6%	19.6	-1.4%	-6.1%	5.0
CCCCOC(=O)Nc1ccc(C(C)C)cc1	-1.5	8.3%	-1.4%	-1.3	-22.5%	-1.1	-7.1%	?	-5.0

Ordered by length of the SMILES (descending): some entries from above
Molecule	PI5P4Ka inh	GLP-1R agonist	WRN helicase inh	IL-2 act	HEK293 tox	D3 ag	PLK1 PBD inh	GLP1R inv ag	D3 antag
COc1cc(OC)c(NC(=O)c2ccc3c(SCC(=O)O)c4c(nc3c2)CCCC4)cc1Cl	-25.4	-2.4%	-25.6%	1.9	-2.1%	2.4	-5.4%	70.7%[activator]	-2.6
CCSc1nnc(NC(=O)Cc2ccc(OC)c(S(=O)(=O)N3CCOCC3)c2)s1	nt	0.4%	9.0%	-1.3	-17.5%	-2.5	-2.6%	?	8.2
c1ccc(Oc2cc(-c3ccccc3)nc(-c3ccccc3)n2)cc1	-2.0	-14.8%	-18.4%	1.5	6.3%	-15.9	-11.7%	3.0%	-11.6
